E-selectin induc: induces E-selectin expression in human endothelial cells | P16581 | HUVEC E-selectin immunofluorescence imaging; normalized: neutral wells 0, TNF-alpha wells 100 | activation, % at 7.58 µM | 260,000 tested, 0.37% active;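 active means mean E-selectin-positive cell signal at least 10% of the positive control, reached in at least 60% of replicates, without over 20% cell loss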;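 further: in these data hits start at about 27%; measured in HUVEC primary endothelial cells; signal is the percent of cells scored E-selectin positive by PE staining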
Target sequence (P16581 whole entry, looked up): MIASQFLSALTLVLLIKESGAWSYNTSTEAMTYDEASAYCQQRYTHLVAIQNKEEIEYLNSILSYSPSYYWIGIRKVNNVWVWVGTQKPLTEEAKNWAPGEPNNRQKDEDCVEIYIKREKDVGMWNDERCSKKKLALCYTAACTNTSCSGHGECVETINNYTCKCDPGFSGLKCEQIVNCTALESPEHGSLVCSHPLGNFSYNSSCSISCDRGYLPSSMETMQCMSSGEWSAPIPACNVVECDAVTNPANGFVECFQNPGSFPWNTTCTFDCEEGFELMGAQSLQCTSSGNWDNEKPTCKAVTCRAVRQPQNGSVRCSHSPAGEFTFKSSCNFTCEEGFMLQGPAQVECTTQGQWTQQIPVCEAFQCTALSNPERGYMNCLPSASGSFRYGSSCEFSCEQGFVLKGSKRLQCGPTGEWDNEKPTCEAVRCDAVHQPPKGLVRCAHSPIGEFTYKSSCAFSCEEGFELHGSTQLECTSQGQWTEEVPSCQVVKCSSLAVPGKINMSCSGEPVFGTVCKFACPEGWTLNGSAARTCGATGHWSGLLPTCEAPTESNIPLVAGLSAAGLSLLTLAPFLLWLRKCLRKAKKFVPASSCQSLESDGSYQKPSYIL
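assay system = HUVEC, human umbilical vein endothelial cells | input = 3,000 HUVEC seeded per well | medium = EGM-2 growth medium on 0.1% gelatin-coated wells | dosing = one compound dose added by pin transfer | signal = immunofluorescence imaging | read-out basis = % PE-positive cells | control set = TNF-alpha, DMSO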
ARNT TACC3 PPI: ARNT/TACC3 interaction disruption. Q9Y6A5. inhibition, % at 9.99 µM. 390,000 tested, 0.66% active. AlphaScreen His-ARNT PAS-B/GST-TACC3 binding, luminescence; TACC3 fragment carries E629A point mutation;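 active means mean inhibition of replicates at least 50% and at least half of replicates each reaching 50%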;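 further: 0% = complete ARNT plus TACC3 wells and 100% = ARNT alone without TACC3; many hits fall short of the cut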
PglD inh: blocks C. jejuni PglD acetyltransferase activity. inhibition, % at 12.5 µM. purified PglD enzyme, DTNB colorimetric CoA detection. AID 602405. 360,000 tested, 0.098% active; in the data active means inhibition above about 16%, passing the limit was not always enough; further: strong numbers were not always called active
RAD54 branch: inhibitors of human RAD54 branch migration | Q92698 | inhibition, % at 10.4 µM | RAD54 Holliday junction branch migration, FAM/BHQ fluorescence | 360,000 tested, 0.14% active;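 active means mean normalized replicate activity at least 40 and at least half of replicates scoring 40 or more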;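 further: 0% = median of neutral control wells and 100% = median of positive control wells; inhibitors cause a drop in the FAM fluorescence signal; in these data hits start at about 50%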
ERp5 inh: inhibitors of human ERp5; Q15084; ERp5 insulin aggregation, absorbance 650 nm, 90 min; inhibition, % at 9.99 µM; 350,000 tested, 0.05% active; AID 651711;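 active means mean replicate inhibition above about 25%, with every replicate also reaching it, limit read from the data, passing the limit was not always enough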
esBAF inh: blocks esBAF chromatin remodeling in mouse ES cells; 350,000 tested, 2% active; Bmi1-luciferase knock-in reporter, 24 h; 100% = twice the neutral-well signal; AID 602393; reporter increase, % at 12.5 µM; in the data active means activation above about 40%;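 further: 0% = median of the plate's neutral control wells and 100% = double that signal; a rise in the Bmi1 reporter signal indicates esBAF inhibition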
Casp6 inh: inhibitors of human caspase-6; P55212; purified caspase-6, Z-VEID-R110 cleavage fluorescence; inhibition, % at 12.5 µM; 350,000 tested, 0.53% active; AID 686996;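 active means mean inhibition across replicates at least about 35%, with every replicate also reaching that limit, limit read from the data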;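 further: 0% = median of neutral control wells and 100% = no fluorescence left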
RAD52 inh: inhibitors of human RAD52 DNA annealing; P43351; recombinant RAD52 DNA annealing, FRET fluorescence; inhibition, % at 18.7 µM; 360,000 tested, 0.46% active; AID 651710;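 active means every replicate showing at least 50% inhibition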
Target sequence (P43351 whole entry, looked up): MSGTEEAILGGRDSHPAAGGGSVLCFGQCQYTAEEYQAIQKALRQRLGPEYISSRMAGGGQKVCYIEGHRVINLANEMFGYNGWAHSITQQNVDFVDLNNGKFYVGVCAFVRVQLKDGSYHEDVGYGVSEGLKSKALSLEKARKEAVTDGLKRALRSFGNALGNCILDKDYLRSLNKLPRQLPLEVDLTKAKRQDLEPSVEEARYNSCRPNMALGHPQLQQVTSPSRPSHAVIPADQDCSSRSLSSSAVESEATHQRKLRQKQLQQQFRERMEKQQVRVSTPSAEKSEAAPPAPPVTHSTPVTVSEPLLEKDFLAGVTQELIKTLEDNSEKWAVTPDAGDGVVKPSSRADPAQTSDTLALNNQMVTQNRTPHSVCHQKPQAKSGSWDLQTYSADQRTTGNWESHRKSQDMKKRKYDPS
* hit, by the source's call; x = no result given; & = joins results of further samples.

cpd	SMILES	E-selectin induc	ARNT TACC3 PPI	PglD inh	RAD54 branch	ERp5 inh	esBAF inh	Casp6 inh	RAD52 inh
1	Cc1noc(C)c1S(=O)(=O)Nc1ccc2c(c1)C(=O)N([C@@H](C)CO)C[C@@H](C)[C@@H](CN(C)Cc1ccncc1)O2	-3.4	-1	0	0	2	2	-2	0
2	CCOC(=O)N1CCN(CCC(=O)Nc2cc(OC)ccc2OC)CC1	1.1	-3	-4	-2	-1	-2	0	-11
3	Cc1ccccc1Cn1cnc2ccccc21	6.7	0	0	5	0	4	-4	-8
4	CCN(CC)C(=O)C1=C(C)N(Cc2ccc(C(C)(C)C)cc2)C(=O)C(CC(=O)NCCCN(C)C)C1 (centres undefined)	-0.2	x	3	4	1	2	-20	2
5	O=C(NNC(=S)NC(=O)c1ccccc1)c1ccc([N+](=O)[O-])cc1	0.0	2	-6	2	2	0	2	-7
6	COc1ccccc1-c1ccc2c(c1)[C@H]1[C@H](CCN1Cc1ccccc1F)[C@@H](CO)N2	-0.1	x	x	x	5	x	1	19
7	CC(C)(C)c1ccc(OCCC(=O)OCC(=O)NC(=O)NC2CCCC2)cc1	-0.3	0	x	x	11	-4	2	-1
8	Cc1cc(C)n2nc(C(=O)Nc3cccc(S(=O)(=O)N4CCCC4)c3)nc2n1	0.0	2	x	x	5	-3	2	-17
9	CN1C(=O)c2cc(NC(=O)c3ccccc3F)ccc2OC[C@@H]2O[C@@H](CC(=O)NCc3ccc4c(c3)OCO4)CC[C@H]21	0.1	32	4	0	-1	-3	1	8
10	O=C(N/N=C\c1cc2c(cc1Cl)OCO2)c1ccc(Br)s1	-0.6	-1	-3	-7	-3	x	2	-5
11	C=C1CCN(CC(=O)OC)S(=O)(=O)c2ccccc21	-0.1	-17	7	-20	-2	1	-3	-15
12	O=C(O)C1C2CCC(C2)C1C(=O)NCCc1ccccc1 (centres undefined)	x	-16	3	-8	3	-10	-3	-23
13	O=c1c2ccccc2c(-c2ccccc2)nn1-c1cc(Cl)cc(Cl)c1	1.6	x	-1	1	1	x	1	-7
14	COc1cccc(CNC(=O)c2cc(C3CC3)nc3c2cnn3C(C)C)c1	0.0	14	5	7	-4	-5	-25	-25
15	COC(=O)c1sccc1NC(=O)c1ccc2c(c1)OCO2	x	-1	-5	2	-2	5	-1	-15
16	CCOC(=O)C(NC(=O)CC(C)C)(Nc1sc(C)c(CC)c1C#N)C(F)(F)F (centres undefined)	x	-5	x	x	3	x	-1	-4
17	O=C(CN1C(=O)C(=O)c2ccccc21)NCCc1ccccc1	1.6	4	x	x	5	8	-4	-17
18	C[C@@H]1CN([C@H](C)CO)C(=O)CCCn2cc(nn2)CO[C@@H]1CN(C)C(=O)Nc1ccc(N2CCCCC2)cc1	0.0	8	4	-1	0	-3	2	1
19	COc1ccc(S(=O)(=O)N(C)C[C@@H]2Oc3c(NC(=O)Nc4ccc5c(c4)OCO5)cccc3C(=O)N([C@@H](C)CO)C[C@H]2C)cc1	10	20	0	2	-5	3	-4	0
20	Cc1cccc(NC(=O)c2ccc(Cl)c(S(=O)(=O)N3CCCCCC3)c2)n1	x	-1	7	-1	-7	8	1	-10
21	CCCC1(C2CCCC2)NC(=O)NC1=O (centres undefined)	-0.4	-10	2	-8	6	1	7	-9
22	Cc1ccnc(NC(=O)C2CCCN(S(=O)(=O)c3cnc[nH]3)C2)c1 (centres undefined)	x	13	3	-5	5	4	3	-22
23	Cc1cc(Nc2ccc(F)cc2Cl)n2nc(C)nc2n1	-0.1	0	2	-3	2	-13	2	-2
24	Cc1cc(C)n(-c2ccc(C(=O)OCC(=O)Nc3ccc(S(=O)(=O)N4CCOCC4)cc3)cc2)n1	x	0	5	11	x	8	x	x
25	O=C(Nc1ccc(N2CCOCC2)c(S(=O)(=O)Nc2ccccc2Cl)c1)c1ccc(=O)[nH]n1	-0.4	-1	2	-6	1	-2	2	-10
26	CN(C(N)=S)c1ccccc1	x	-2	4	-2	x	0	x	x
27	COc1ccc(C(C(=O)NC(C)(C)C)N(C(=O)CCC(=O)Nc2cc(C)on2)c2cccc(F)c2)cc1 (centres undefined)	x	-7	5	-16	7	-2	-1	-12
28	CO[C@H]1CN(C)C(=O)c2cc(NC(=O)C3CC3)ccc2OC[C@H](C)N(Cc2cncnc2)C[C@H]1C	-0.2	-9	4	-1	2	0	1	-5
29	CC(C)(C)OC(=O)[C@H](Cc1ccccc1)NC(=O)c1nc[nH]c1C(=O)NC1CCNCC1	2.8	3	-3	-2	1	-2	13	-2
30	CC(=O)Oc1ccc(C(=O)NCCc2ccccc2)cc1	x	-15	-3	-2	-3	-20	1	-4
31	CN(C(=S)Oc1ccc(C(=O)Nc2ccccc2)cc1)c1ccccc1	x	-4	-2	-9	x	1	x	x
32	COc1cc(C(=O)NC(=S)Nc2ccc3oc(=O)ccc3c2)cc(OC)c1OC	x	2	-1	-8	x	-8	x	x
33	N=c1c(S(=O)(=O)c2ccccc2)cc2c(=O)n3ccccc3nc2n1Cc1cccnc1	25	-3	-1	2	-7	0	8	-29
34	CC(CC(=O)Nc1ccc2c(c1)c(=O)n(C)n2-c1ccc2ccccc2c1)C(F)(F)F (centres undefined)	2.1	x	-3	-13	5	-4	-1	-18
35	COc1ccc(-n2c(C)ccc2-c2ccccc2)cn1	x	1	-10	-59	5	0	-1	-172
36	COCC(=O)Nc1ccc2c(c1)C(=O)N(C)C[C@@H](OC)[C@@H](C)CN(Cc1ccccc1OC)[C@H](C)CO2	1.0	-6	-5	-2	0	2	0	-4
37	O=C(CSC(=S)N1CCN(c2ccccc2)CC1)Nc1nc(-c2ccccc2)c(-c2ccccc2)o1	x	x	-5	-9	1	-13	5	-30
38	C[C@H]1CCCCO[C@H](CN(C)C(=O)c2ccccc2)[C@@H](C)CN([C@@H](C)CO)C(=O)c2cc(NS(=O)(=O)c3ccc(F)cc3)ccc2O1	0.0	6	-2	-1	-2	-2	-2	8
39	COCc1cc(=O)[nH]c(-c2csc(C)n2)n1	0.4	22	-3	-7	0	7	1	-42
40	C[C@H](CO)N1C[C@H](C)[C@H](CN(C)CC2CC2)OCCCC[C@H](C)Oc2ccc(NC(=O)Nc3ccccc3)cc2C1=O	-0.2	1	2	10	7	3	2	44
41	Cc1ccc(N(C(=O)c2csnn2)C(C(=O)NC2CCCC2)c2ccncc2)c(C)c1 (centres undefined)	0.0	-3	3	-2	1	-2	0	5
42	COc1ccc(NC(=O)/C(C#N)=C/c2cccnc2)c(OC)c1	-0.2	3	8	11	4	4	2	-12
43	O=C(NC[C@H]1[C@H](c2ccccc2)[C@H](CO)N1Cc1ccccn1)C1CCC1	0.2	38*	2	-2	x	9	x	x
44	COc1cccc2cc(-c3cc(=O)oc4ccc(O)cc34)oc12	x	-2	-4	6	5	9	0	-12
45	Cc1cc(C)nc(Nc2n[nH]c(-c3ccccc3N)n2)n1	x	-10	-2	3	x	x	0	-5
46	CC[C@@]1(C(=O)OC)N[C@H](CN(C)C(=O)Nc2ccc(OC)cc2)[C@@H]2C(=O)N(Cc3ccccc3)C(=O)[C@@H]21	-0.1	9	1	8	3	21	2	-12
47	Cc1cc(C)nc(NS(=O)(=O)c2ccc(NC(=O)c3ccccc3Br)cc2)n1	0.4	x	2	-3	3	1	23	1
48	Cc1nn(C(C)C(=O)NCCCN2CCCCC2C)c(=O)c2c1sc1ccccc12 (centres undefined)	x	2	-3	-3	3	1	-12	-13
49	CC(C)C#Cc1ccc2c(c1)O[C@H](CN(C)CC1CC1)[C@H](C)CN([C@@H](C)CO)S2(=O)=O	0.1	3	-2	2	2	11	2	5
50	COc1ccc(NC(=O)N(C)C[C@H]2OCCCC[C@@H](C)Oc3ccc(N(C)C)cc3C(=O)N([C@H](C)CO)C[C@@H]2C)cc1	-0.1&-0.2	-8&1	-3&0&1	6&3&2	1&0&5	7&-1&1	0&-2&8	-17&-5&-7

(more compounds)
cpd	SMILES	E-selectin induc	ARNT TACC3 PPI	PglD inh	RAD54 branch	ERp5 inh	esBAF inh	Casp6 inh	RAD52 inh
51	CO/N=C/c1ccc(Oc2ccc(C)cc2)c([N+](=O)[O-])c1	x	3	x	x	0	x	6	-13
52	CC(C)(C)NC(=S)NCc1cccnc1	x	8	10	3	x	7	x	x
53	Cc1nc(C)n(CC(C)C(=O)N2CCN(S(=O)(=O)c3ccc(Cl)cc3)CC2)n1 (centres undefined)	x	6	-1	0	0	-3	29	-13
54	Cc1cccc2cc(C#N)c(SCc3nnc(-c4ccccc4[N+](=O)[O-])o3)nc12	x	21	x	x	-14	x	-1	-8
55	CC(C)COC(=O)N(C)C[C@H]1OCc2cnnn2CCCC(=O)N([C@H](C)CO)C[C@@H]1C	14&0.2	2&-10	0&0&3	-20&-2&6	-2&1&6	-9&1&0	-3&-2&-1	-8&-12&-21
56	O=C(COc1c(Cl)cccc1Cl)Nc1ccccc1N1CCCC1	3.8	4	5	1	-17	1	-148	0
57	CC(OC(=O)CCc1ccccc1)C(=O)Nc1ccc(Cl)cn1 (centres undefined)	0.1	-3	0	5	12	2	-1	-1
58	O=C1[C@@H]2Cc3c([nH]c4ccccc34)C(c3cccc(Br)c3)N2C(=O)CN1C1CCN(Cc2ccccc2)CC1 (some centres undefined)	2.3	-23	4	-7	2	-3	0	-27
59	COc1ccc(OC)c(S(=O)(=O)NC(C)c2cnn(-c3ccccn3)c2C)c1 (centres undefined)	-0.1	-29	5	2	-9	-2	0	-13
60	CCC(C)NC(=O)CSc1nc2cc(S(=O)(=O)N3CCOCC3)ccc2n1CC (centres undefined)	0.1	8	x	x	-6	x	2	-13
61	O=[N+]([O-])c1cc(S(=O)(=O)NCCN2CCOCC2)ccc1Cl	x	-1	-3	-10	1	x	-5	6
62	Cc1cccc(C)c1NC(=O)c1cccc2c1C(=O)N(C1CCCCC1)C2	x	-4	4	4	x	4	x	x
63	Cc1nnc(SCC(=O)c2c(N)n(C)c(=O)n(C)c2=O)n1Cc1ccccc1	x	20	1	3	-5	-7	1	9
64	O=C(CCN1C(=O)/C(=C/c2ccccc2Cl)SC1=S)NC1CCS(=O)(=O)C1 (centres undefined)	0.0	-4	6	3	3	6	0	-2
65	O=C(CSCc1ccc(Cl)cc1)Nc1ccccc1C(=O)N1CCOCC1	x	-2	-4	11	-10	-2	3	-13
66	Cc1nnc(C)n1/N=C/c1ccc(O)cc1	x	-5	0	-5	x	-7	x	x
67	C[C@@H]1CN([C@@H](C)CO)C(=O)Cc2cc(NS(=O)(=O)c3ccc(Cl)cc3)ccc2O[C@H]1CN(C)Cc1ccccc1	-0.3	3	1	2	5	4	3	26
68	C=CCN1C(=O)c2ccc(C(=O)N3CCN(c4ccccc4OC)CC3)cc2C1=O	x	4	2	-8	-5	-2	0	-6
69	Cc1ccccc1S(=O)(=O)N1C[C@H]2[C@H]3C(=O)N(c4ccccc4)C(=O)[C@H]3CC(=O)[C@H]2[C@@H]1c1ccc(Cl)cc1	-0.1	x	-1	2	1	-5	-3	-10
70	C[C@@H]1CN([C@@H](C)CO)S(=O)(=O)c2ccc(/C=C/c3ccccc3)cc2O[C@@H]1CN(C)C(=O)NC1CCCC1	-5.1	13	44	4	12	5	1	-2

A second format for 2 compounds above:
64	O=C(CCN1C(=O)/C(=C/c2ccccc2Cl)SC1=S)NC1CCS(=O)(=O)C1 (centres undefined)
  E-selectin induc = 0.0; ARNT TACC3 PPI = -4; PglD inh = 6; RAD54 branch = 3; ERp5 inh = 3; esBAF inh = 6; Casp6 inh = 0; RAD52 inh = -2
69	Cc1ccccc1S(=O)(=O)N1C[C@H]2[C@H]3C(=O)N(c4ccccc4)C(=O)[C@H]3CC(=O)[C@H]2[C@@H]1c1ccc(Cl)cc1
  E-selectin induc = -0.1; ARNT TACC3 PPI = x; PglD inh = -1; RAD54 branch = 2; ERp5 inh = 1; esBAF inh = -5; Casp6 inh = -3; RAD52 inh = -10

Source: PubChem BioAssay (Broad Institute)
